EBI2 antag = EBI2 receptor antagonists, beta-arrestin recruitment, primary screen, cell-based, luminescence, 7a,25-OHC stimulation, uHTS; 7a,25-OHC stimulated; inhibition, % at 5 µM; hit rate 0.81% among 360,000; AID 651636, 2012; in the data active = inhibition above about 38%;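 note: enzyme fragment complementation signal reports receptor beta-arrestin coupling in cells; 0% = agonist plus DMSO wells and 100% = wells without agonist; some results beyond the cut were filed as inactive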
Target sequence (P32249 whole entry, looked up, the tested form may be a part): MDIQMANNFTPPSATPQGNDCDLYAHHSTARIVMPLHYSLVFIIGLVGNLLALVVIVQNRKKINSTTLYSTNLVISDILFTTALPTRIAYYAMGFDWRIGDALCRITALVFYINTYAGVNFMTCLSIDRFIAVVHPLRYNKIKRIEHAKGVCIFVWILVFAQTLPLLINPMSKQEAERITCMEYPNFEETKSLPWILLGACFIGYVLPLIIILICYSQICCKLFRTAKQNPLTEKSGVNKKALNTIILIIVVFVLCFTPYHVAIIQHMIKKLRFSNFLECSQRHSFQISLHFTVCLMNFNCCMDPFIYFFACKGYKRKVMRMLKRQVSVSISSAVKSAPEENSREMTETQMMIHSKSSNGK
CXCR6 block = CXCR6 receptor inhibitors, primary screen, cell-based, beta-arrestin, luminescence, CHO-K1 PathHunter, 1536-well; C-X-C chemokine receptor type 6 (Homo sapiens), O00574; inhibition, % at 20 µM; hit rate 0.36% among 360,000; AID 602244, 2012; in the data active = inhibition above about 34%, passing the limit was not always enough;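 note: antagonist mode with CXCL16 agonist at 10 nM final; 0% = 10 nM CXCL16 with DMSO and 100% = unstimulated wells without agonist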
Target sequence (O00574 whole entry, looked up): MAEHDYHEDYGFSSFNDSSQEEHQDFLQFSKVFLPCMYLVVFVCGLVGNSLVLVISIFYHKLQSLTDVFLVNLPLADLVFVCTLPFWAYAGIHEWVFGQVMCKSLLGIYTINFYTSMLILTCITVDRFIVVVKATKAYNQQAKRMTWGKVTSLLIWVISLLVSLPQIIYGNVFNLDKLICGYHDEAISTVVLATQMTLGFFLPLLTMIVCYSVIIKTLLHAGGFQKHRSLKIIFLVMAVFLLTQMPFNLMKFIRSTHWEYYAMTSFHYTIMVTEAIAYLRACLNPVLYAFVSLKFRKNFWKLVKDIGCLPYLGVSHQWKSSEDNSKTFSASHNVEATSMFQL
* marks the source's active call; other numbers are inactive results. These rows are one share of the data; rates above refer to the full screens.

cpd	mol	EBI2 antag	CXCR6 block
1	Cc1cc(C)n2c(NCc3ccccc3)c(CCc3ccccc3)nc2n1	12	4
2	C[C@@H]1CN([C@@H](C)CO)C(=O)c2c(c3ccccc3n2C)-c2ccccc2CO[C@H]1CN(C)S(=O)(=O)c1ccc(C(F)(F)F)cc1	-4	5
3	COc1ccc(-c2nc3ccc(Br)cn3c2Cc2cccc(Cl)c2)cc1OC	25	10
4	CCc1nc2ccc(C(=O)Nc3cccc(OCC(=O)N(C)C)c3)cn2c1N(CC)CCN(C)C	-4	7
5	CC(C)Nc1ncnc2c1ncn2[C@H]1CN(Cc2ccc3c(c2)OCO3)C[C@@H](CO)O1	4	-8
6	Clc1ccc2nc(C3CCCCC3)c(Cc3ccsc3)n2c1	1	6
7	O=S(=O)(Nc1ccc(NS(=O)(=O)c2ccccc2)cc1)c1ccccc1	2	0
8	O=C(SCc1c(O)c2ccccc2oc1=O)c1ccccc1	5	9
9	C[C@H]1CN([C@@H](C)CO)C(=O)c2cc(Br)cnc2O[C@H]1CN(C)S(=O)(=O)c1ccccc1F	-3	34
10	CC(C)CNC(=O)C1(C)CCCN1C(=O)c1c(Cl)cccc1Cl (stereo not given)	-2	-4
11	COc1ccc(CN2CCN(C(=O)c3ccccc3C(=O)c3ccccc3)CC2)cc1F	-9	4
12	COc1ccccc1CNC(=O)c1cc(-c2cc(F)ccc2OC)n[nH]1	5	6
13	CCCS(=O)(=O)NC(=O)C1(C)CCN(C(=O)c2ccccc2F)C1 (stereo not given)	-9	2
14	CC(=NO)c1cc(Br)c2cccc3c2c1CC3	-12	4
15	CCCc1cc(NCCOCCO)n2c(nc3ccccc32)c1C#N	-4	-11
16	Cc1cc(C)c(Cn2c(=O)[nH][nH]c2=O)cc1Cn1c(=O)[nH][nH]c1=O	-11	-3
17	COC(=O)C1=CCCCC(O)=C1C(=O)OC	0	2
18	CCCCN(C(C)=O)c1c(CC)nc2ccc(C(=O)Nc3cccc(OCC(=O)N(C)C)c3)cn12	-5	0
19	COCCNC(=O)C1(C)CCN(C(=O)/C=C/c2ccccc2)C1 (stereo not given)	11	-5
20	O=C1c2ccccc2C2N1CCCN2C(=O)c1sc2ccccc2c1Cl (stereo not given)	7	-8
21	Cc1cc(C)c(C)c(S(=O)(=O)N2CCNC(=O)C2)c1C	-3	6
22	CCCCOCCCNC(=O)C[C@@H]1C[C@@]2(C(=O)OCC)CCCC=C2N(Cc2ccc3c(c2)OCO3)C1=O	-8	-4
23	CN1OC[C@@H]2CN(C(=O)Cc3ccccc3)[C@H](c3ccccc3Br)C[C@@H]21	3	2
24	CC(C)(C)n1nnnc1C1c2ccccc2C(=O)N1CCc1c[nH]c2ccccc12 (stereo not given)	-1	8
25	Cc1cccc(NC(=O)c2ncn3c2C(=O)N[C@H](C)C3)c1	0	0

Next section
cpd	mol	EBI2 antag	CXCR6 block
26	Cc1nc2ccc(C(=O)Nc3ccc4c(c3)OCC(=O)N4)cn2c1N(C)C(=O)CCc1ccccc1	-4	-1
27	CC(C)(C)c1ccc(S(=O)(=O)NC(=O)C2(C)CCN2C(=O)CC2CCCCC2)cc1 (stereo not given)	-6	-6
28	COCCN(C(=O)COC(=O)C12CC3CC(CC(O)(C3)C1)C2)c1c(N)n(Cc2ccccc2)c(=O)[nH]c1=O	-4	5
29	CC(=O)c1ccc2c(c1)N(Cc1ccccc1Cl)C(=O)C(C)S2 (stereo not given)	-4	-5
30	COc1ccccc1CNc1nc(NCc2ccccc2SC)c2sccc2n1	-14	-11
31	CC(NC(=O)C1CC(=O)N(c2ccc3c(c2)OCCO3)C1)c1ccccc1 (stereo not given)	7	7
32	N#Cc1cccnc1N1CCN(C(=O)c2[nH]c(C(F)(F)F)nc2-c2ccccc2)CC1	-7	0
33	CC(C)C(=O)N1CCCCCCN1C(=O)C(C)C	0	6
34	COc1cc(F)ccc1-c1csc(C(O)c2ccc(F)c(F)c2)n1 (stereo not given)	12	1
35	COc1ccc(-c2cnc3c(NC(C)=O)cc(-c4cccc(C(=O)NCCO)c4)cn23)cc1OC	-8	-3
36	CCOC(=O)C1CCCN(C(=O)c2sc(-c3ccccc3)nc2C)CC1 (stereo not given)	3	0
37	COC(=O)N1C2CCCCC2=NN(c2ccccc2)N1C(=O)OC (stereo not given)	-10	8
38	CCCCCCN1C[C@H](n2cc(C3CC3)nn2)[C@@H](O)C[C@@H]1c1ccc(Cl)cc1	2	-2
39	COc1cc(CNC(=O)OC2CC3CC2[C@H]2CCCCN2C3=O)cc(OC)c1 (stereo not given in full)	-10	4
40	CC1(c2nnnn2Cc2ccccc2)CCC(=O)N1CCc1ccc(O)cc1 (stereo not given)	0	4
41	COCC1CCN(C(=O)c2cc(COc3ccc(OC)cc3Cl)on2)C1 (stereo not given)	-18	1
42	COC(=O)c1cc(=O)c2c(ccc3oc(=O)ccc32)[nH]1	-6	-2
43	COc1ccc(CC(=O)N2CCC(C)(C(=O)NS(=O)(=O)C3CC3)C2)cc1OC (stereo not given)	-6	-4
44	O=C(NCc1cc2ccccc2[nH]1)C1CCC(=O)N(CC2CCCCC2)C1 (stereo not given)	1	-6
45	Cc1ccc(NS(=O)(=O)c2ccc(-c3coc(C)n3)cc2)c(Cl)c1	-4	0
46	CCCCN(C)C(=O)c1sc(=O)n(Cc2cc(Cl)ccc2OC)c1C	3	3
47	CC1(C(=O)NCc2ccco2)Cc2c(-c3ccccc3)ccnc2O1 (stereo not given)	1	-5
48	O=C(CC[C@H]1O[C@@H](n2cnc3c(NC(=O)c4ccccc4)ncnc32)[C@H](O)[C@@H]1O)NCc1ccc(OC(F)(F)F)cc1	-9	-2
49	Cc1c(C(=O)NC2CC(C)(C)NC(C)(C)C2)oc2c(Cl)cccc12	-18	-6
50	CSc1nc(S(=O)(=O)c2ccc(C)cc2)c(N2CCOCC2)s1	-3	6

In the list so far, these contain an NH in an aromatic ring:
cpd	mol	EBI2 antag	CXCR6 block
12	COc1ccccc1CNC(=O)c1cc(-c2cc(F)ccc2OC)n[nH]1	5	6
16	Cc1cc(C)c(Cn2c(=O)[nH][nH]c2=O)cc1Cn1c(=O)[nH][nH]c1=O	-11	-3
24	CC(C)(C)n1nnnc1C1c2ccccc2C(=O)N1CCc1c[nH]c2ccccc12 (stereo not given)	-1	8
28	COCCN(C(=O)COC(=O)C12CC3CC(CC(O)(C3)C1)C2)c1c(N)n(Cc2ccccc2)c(=O)[nH]c1=O	-4	5
32	N#Cc1cccnc1N1CCN(C(=O)c2[nH]c(C(F)(F)F)nc2-c2ccccc2)CC1	-7	0
42	COC(=O)c1cc(=O)c2c(ccc3oc(=O)ccc32)[nH]1	-6	-2
44	O=C(NCc1cc2ccccc2[nH]1)C1CCC(=O)N(CC2CCCCC2)C1 (stereo not given)	1	-6

(further entries)
cpd	mol	EBI2 antag	CXCR6 block
51	CC(=O)C1=CCC(c2ccc(Cl)cc2)N(S(=O)(=O)c2ccccc2C)C1 (stereo not given)	0	4
52	CCOC(=O)C1=CCN(S(=O)(=O)c2ccccc2)C1c1ccccc1 (stereo not given)	-47	-7
53	Cc1ccc(S(=O)(=O)Nc2ccc3c(c2)C(=O)N([C@H](C)CO)C[C@H](C)[C@H](CN(C)C(=O)Nc2cccc4ccccc24)OCCCC[C@@H](C)O3)cc1	-2	-3
54	CN(CC(=O)Nc1ccc(Cl)c(C(F)(F)F)c1)C(=O)C1CC(=O)N(c2ccc3c(c2)OCCO3)C1 (stereo not given)	6	1
55	COc1ccc(CN2C(=O)C(CC(=O)NCc3cccs3)CC(C(=O)N(C)C)=C2C)cc1 (stereo not given)	2	2
56	CCc1nc2c(OCCC3CCCCC3)cccn2c1N(C=O)Cc1ccccc1	19	26
57	C[C@@H]1CN([C@@H](C)CO)C(=O)CCCn2nncc2CO[C@@H]1CN(C)C(=O)CCC(F)(F)F	-5	3
58	COc1ccc(CNC(=O)C2CCN(S(=O)(=O)c3ccc4nc5c(c(C(=O)O)c4c3)CCCC5)CC2)cc1	5	4
59	O=C1NC[C@H](CCCCN2C[C@H](Cc3ccc(O)cc3)N(CCc3ccc(O)cc3)C(=O)C2=O)N(CC2CCCCC2)C1=O	-1	-5
60	C[C@H]1CN([C@@H](C)CO)S(=O)(=O)c2ccc(Br)cc2O[C@H]1CN(C)C(=O)Cc1ccncc1	0	-5
61	OC[C@@H]1CN(CCN2CCOCC2)C[C@H](n2cnc3c(NC4CCC4)ncnc32)O1	0	0
62	CNC[C@@H]1Oc2cc(Br)ccc2S(=O)(=O)N([C@@H](C)CO)C[C@H]1C	1	10
63	CC(=O)Nc1ccc(-c2ccnc3c2CC(C)(C(=O)NCCN(C)C)O3)cc1 (stereo not given)	3	3
64	Cc1nc2ccccc2nc1CC(O)(c1ccccc1)c1ccccc1	9	12
65	Cc1cccc(CN2[C@H](COCc3ccccc3)C=CS2(=O)=O)c1	-5	0
66	COCCN1C[C@@H](CO)O[C@@H](n2cnc3c(NCCO)ncnc32)C1	-5	4
67	CC(C)n1c(=O)c2ccccc2n1S(C)(=O)=O	-4	-2
68	O=C(Nc1cccc(OC(F)(F)F)c1)C1Cc2c(-c3ccccc3Oc3ccccc3)ccnc2O1 (stereo not given)	-3	6
69	COc1ccc(OC)c(C(O)c2ncc(-c3cccc4ccccc34)[nH]2)c1 (stereo not given)	-6	-13
70	CCOC(=O)C1=CCN(S(=O)(=O)c2ccc(Br)cc2)C1c1ccccc1 (stereo not given)	10	7
71	Cc1cccc(C(=O)Nc2ccc(C(=O)c3ccncc3)cc2)c1	13	-10
72	CC(C)NC(=O)c1ccc2sc([C@H]3C[C@H](O)[C@@H](CO)O3)nc2c1	-2	-3
73	CC1(Oc2ccccc2)CCN(Cc2csc3ccccc23)C1 (stereo not given)	13	-1
74	COC(=O)C[C@H]1C[C@@H]2c3cc(NC(=O)NC4CCCC4)ccc3O[C@@H]2[C@@H](CO)O1	0	-3
75	C[C@@H]1CN([C@@H](C)CO)C(=O)CCCn2nncc2CO[C@H]1CN(C)Cc1cccc(C(F)(F)F)c1	-7	3

Next part:
cpd	mol	EBI2 antag	CXCR6 block
76	CC(=O)N1CC2(CC(c3ccc(Cl)cc3Cl)=NO2)CN1c1cccc(Cl)c1 (stereo not given)	16	-3
77	OCCCNc1ncnc2c1ncn2[C@H]1CN(Cc2ccc(-c3ccccc3)cc2)C[C@@H](CO)O1	-9	-1
78	Nc1nc2ccc(Br)cc2s1	2	3
79	CCCCC[C@@H](C)N1C[C@H](COCc2ccccc2)Oc2cc(N3CC[C@H](O)C3)ccc2S1(=O)=O	33	6
80	Cc1cc(CNC[C@H]2O[C@@H](n3ccc(N)nc3=O)[C@H](O)[C@@H]2O)no1	3	-1
81	COc1ccccc1C(=O)N1CCN(C(=O)[C@H]2O[C@@H](n3ccc(N)nc3=O)[C@H](O)[C@@H]2O)CC1	-12	-4
82	CCc1nc2ccc(C(=O)Nc3cccc(NS(C)(=O)=O)c3)cn2c1N(C)CCN1CCOCC1	-5	0
83	COc1ccc(CNC(=O)c2cn(Cc3ccc(S(=O)(=O)N(C)C)cc3)c(=O)s2)cc1	-8	7
84	CC1NC(=O)c2cccnc2-n2c1nc1ccccc1c2=O (stereo not given)	-9	-5
85	C[C@H]1CN([C@@H](C)CO)C(=O)CCCn2cc(nn2)CO[C@@H]1CN(C)S(=O)(=O)c1ccc(Cl)cc1	-3	-2
86	Cn1ccc2c(-c3cccc(C=O)c3)cc3c(c21)C1CCC3C1 (stereo not given)	2	4
87	CC1COC(=C2C(=O)OCC2C)C1 (stereo not given)	-14	-4
88	O=C(COC(=O)c1cc(S(=O)(=O)N2CCOCC2)ccc1F)Nc1ccccc1C(F)(F)F	-4	-6
89	COc1ccc(-c2[nH][nH]c(=O)c2NC(=O)c2ccc([N+](=O)[O-])cc2)cc1	2	4
90	CCCCNC(=O)C1(C)CCCCN1C(=O)c1cc(-c2ccccc2)cs1 (stereo not given)	11	-1
91	O=C(NCCN1CCC(n2c(=O)[nH]c3ccccc32)CC1)c1cccs1	-6	0
92	CC(=O)Nc1cccc(-c2ccnc3c2CC(C(=O)Nc2cccc(NS(C)(=O)=O)c2)O3)c1 (stereo not given)	-5	-6
93	CC(C)C[C@H]1CN([C@@H](Cc2ccccc2)CN2CCC[C@H]2CN2C(=O)C(=O)NC[C@@H]2Cc2ccc(O)cc2)C(=O)C(=O)N1CC1CCCCC1	0	2
94	COCCCn1cc(CN2CC(N3CCN(CCN(C)C)CC3)CS2(=O)=O)nn1 (stereo not given)	-12	6
95	COc1ccc(-c2csc(C(C)(O)c3ccncc3)n2)cc1OC (stereo not given)	-7	-8
96	Cc1cccc(C)c1NC(=O)C(c1ccccc1)N(C)CCc1ccccc1 (stereo not given)	5	10
97	C(=C\c1ccccc1)/CN1CCN(C(CCc2ccccc2)c2nnnn2C2CCCC2)CC1 (stereo not given)	51*	10
98	CCC(c1nnnn1-c1ccc2c(c1)OCCO2)N1CCN(CC)CC1 (stereo not given)	-2	5
99	Cc1cc(C)n2c(Nc3ccc4c(c3)OCCO4)c(C3CC3)nc2n1	-13	-5
100	O=C1CCC2(CCCC2)c2ccccc21	2	6

Further structures follow.
cpd	mol	EBI2 antag	CXCR6 block
101	CCCOc1ccc(F)cc1-c1cc(C(=O)NCc2cccc(C(F)(F)F)c2)[nH]n1	5	1
102	O=C(NCc1cccnc1)c1ccc(-c2ccc(F)c(F)c2)c2ccoc12	4	3
103	Cc1ccc2c(=O)n3c(nc2c1)C(C)NC(=O)c1cccnc1-3 (stereo not given)	-3	-2
104	CC12CCC3C(CCC4CC(O)CCC43C)C1CC(=O)C2 (stereo not given)	5	-3
105	C[C@@H]1CN([C@@H](C)CO)C(=O)c2cc(Br)cnc2O[C@H]1CN(C)C(=O)CCN1CCCCC1	-6	5
106	C[C@@H]1COc2cc(N3CCC[C@H]3CO)ccc2S(=O)(=O)N1	0	-3
107	O=C(NC1CCCCC1)OC1CC2CC1[C@H]1CCCCN1C2=O (stereo not given in full)	-7	-7

Screens as filed in PubChem BioAssay.
